# Screening results as filed in PubChem.
# All columns: NCI-60 one-dose screen, growth in % after 48 h at 10 µM unless noted; 100 = growth as untreated, 0 = no growth, -100 = all killed.
# OVCAR-8: OVCAR-8 ovarian cancer; 81,000 compounds, 4.4% hits; AID 1794782
# U251: U251 CNS tumor cells; 80,000 compounds, 5.4% hits
# OVCAR-5: OVCAR-5 ovarian cancer; 82,000 compounds, 2.9% hits; AID 1794783
# OVCAR-4: OVCAR-4 ovarian cancer cells; AID 1794784; 80,000 compounds, 3.7% hits
# SF-295: SF-295 CNS cancer cells. 79,000 compounds, 5.6% hits. AID 1794758
# DU-145: DU-145 prostate cancer; AID 1794760; 81,000 compounds, 4.2% hits
# OVCAR-3: OVCAR-3 ovarian cancer. 79,000 compounds, 7% hits
# PC-3: PC-3 prostate cancer cells; 80,000 compounds, 3.9% hits
# SK-OV-3: SK-OV-3 ovarian cancer cells | AID 1794785 | 80,000 compounds, 3.2% hits
# Starred values were filed as active, the others as inactive; / = no result given; [ ] = another dose, or the depositor's remark. Rule for the calls: active = growth percent below 10; inactive = the rest. The order is random; overall some 11% were active at least once.
SMILES,OVCAR-8,U251,OVCAR-5,OVCAR-4,SF-295,DU-145,OVCAR-3,PC-3,SK-OV-3
COc1ccc(Cn2cc3c(c2-c2cc(OC)c(OC)c(OC)c2)CCc2cnoc2-3)cc1N,28,23,52,38,-17*,1.7*,1.7*,31,2.1*
COc1ccc(/C=C/C(=O)c2c(C)nc3ccccc3c2/C=C/c2ccccc2)cc1,68,82,91,71,87,77,80,77,100
CCCn1cc2c(=O)nc3sc(Cc4ccc(OC)cc4)c(C)n3c2n1,99,98,95,82,107,95,99,100,119
O=c1c2sc3ncc(Cl)cc3c2nnn1-c1ccccc1,102,101,98,94,/,103,108,109,102
COc1ccc(NC(=O)C2CC3C=CC2C3)c([N+](=O)[O-])c1 (stereo not given),101,98,96,93,96,110,99,95,102
CN(C)CCOc1ccc(C(=O)C2[C@H](c3ccc(Cl)cc3)[C@@H](c3ccccc3)NC23C(=O)Nc2ccc(Cl)cc23)cc1 (stereo not given in full),-68*,-83*,-79*,-92*,-89*,-80*,-51*,-90*,-86*
C=C(C)COP(=O)(OCC(=C)C)OCC(=C)C,95,105,96,104,104,109,109,90,105
O=C(/C=C/c1cccc(Cl)c1)c1ccc(Nc2nc(Nc3ccc(F)cc3)nc(Nc3ccc(Cl)cc3)n2)cc1,93,112,98,111,62,162,130,99,131
CC(=O)Nc1ccccc1-c1n[nH]c(=O)[nH]c1=O,106,101,96,94,98,107,113,99,99
Cc1ccc2sc3c(NCCCNCCO)nc4ccccc4c3c(=O)c2c1,22,-39*,91,60,84,4.5*,27,39,/
COc1ccc(CN2C(=O)CSC2c2cc3ccccc3[nH]c2=O)cc1OC (stereo not given),107,103,102,104,100,116,118,100,103
COc1ccc(-c2nc3ccccn3c2/C=C/C(=O)c2cc(OC)c(OC)c(OC)c2)cc1OC,14,7.8*,25,18,4.4*,13,9.1*,26,6.6*
CC(=O)NS(=O)(=O)c1ccc(NCc2nc3ccccc3c(=O)[nH]2)cc1,96,102,117,100,109,101,112,85,110
Cc1ccc(/C=[N+](\[O-])c2ccccc2)cc1,97,108,107,108,102,125,130,102,110
Cc1ccc([N+](=O)[O-])cc1N,96,103,94,106,127,110,108,80,111
O=S(=O)(Oc1ccc(-c2cn3ccsc3n2)cc1)c1ccc(F)cc1,102,100,112,95,104,101,/,97,107
O=c1[nH]c(NC2CCCC2)nc2sc3c(c12)CCCC3,97,86,119,100,81,91,96,98,82
NS(=O)(=O)c1ccccc1NC(=O)Nc1nc2ccccc2s1,100,99,101,93,95,106,108,98,97
COc1ccccc1-c1nc2ccc3[nH]ncc3c2c2c1CCCC2,81,97,103,86,71,74,114,82,81
COc1ccc(-c2cc(C(=O)N/N=C/c3c[nH]c4ccccc34)no2)cc1,101,/,96,99,90,110,110,90,108
Clc1ccc(-c2nc(-c3ccc(-c4nc5ccccc5[nH]4)cc3)no2)cc1,95,94,103,106,103,97,108,82,101
Cc1cc(=O)[nH]c(=O)[nH]1,102,99,92,96,93,109,101,100,102
O=C(n1ccc2cc(OS(=O)(=O)c3ccccc3)ccc21)C12CC3CC(CC(C3)C1)C2,87,79,104,72,90,93,76,85,/
Nc1ncnc2nc(-c3ccccc3)[nH]c12,103,98,105,103,92,102,99,99,110
CCN1CCN(c2nc(O)c(/C=C3\C=Nc4ccccc43)s2)CC1,103,106,96,102,102,104,107,107,112
Clc1ccc(Nc2scc3[n+]2CCC3)cc1,103,98,97,89,94,101,101,89,98
COc1ccc(NC(=S)Nc2nc3c(=O)[nH]nc(-c4ccc(Br)cc4)c3s2)cc1,100,86,100,107,93,103,102,103,81
Cc1nc(C(=O)O)c(C)c(=O)[nH]1,97,/,115,108,97,104,99,103,96
CN1C(=O)N(C)C2SC(N/N=C/c3ccccc3F)=NC21 (stereo not given),88,51,87,93,62,95,6.2*,82,88
COC12C=C/C(=C(/C(=O)OCc3ccncn3)C(=O)CCCCCCCCC3(OC)C=C/C(=C(/C(=O)OCc4ccncn4)C(=O)CCCCCCCC1)O3)O2,17,0.5*,-2.7*,12,-16*,-42*,-52*,-37*,53
O=c1cc(-c2ccccc2)[nH]c(=S)[nH]1,111,/,98,110,188,104,106,91,113
O=C(Cn1ccc(Nc2ccccc2)cc1=O)Nc1ccccc1C(=O)c1ccccc1,104,105,107,94,100,111,114,95,98
COc1ccc(-c2cc(-c3cc(OC)c(OC)c(OC)c3)c(C#N)c(=O)n2Cc2ccc(C(=O)NO)cc2)cc1,90,90,107,96,96,100,104,92,101
Cc1nc2sc(C(=O)Nc3ccc4c(c3)OCCO4)c(N)c2cc1C(C)O (stereo not given),113,104,95,112,114,98,109,102,125
O=S1(=O)CC(Cl)C(Cl)C1 (stereo not given),92,102,103,94,97,88,91,96,98
N#Cc1c(-c2ccccc2F)cc(-c2ccc(Br)s2)[nH]c1=O,98,100,104,101,97,110,109,98,/

# Exported with values under each structure: 13 of the compounds above
# Order of results – OVCAR-8	U251	OVCAR-5	OVCAR-4	SF-295	DU-145	OVCAR-3	PC-3	SK-OV-3
COc1ccc(Cn2cc3c(c2-c2cc(OC)c(OC)c(OC)c2)CCc2cnoc2-3)cc1N
→ 28	23	52	38	-17*	1.7*	1.7*	31	2.1*
COc1ccc(/C=C/C(=O)c2c(C)nc3ccccc3c2/C=C/c2ccccc2)cc1
→ 68	82	91	71	87	77	80	77	100
CCCn1cc2c(=O)nc3sc(Cc4ccc(OC)cc4)c(C)n3c2n1
→ 99	98	95	82	107	95	99	100	119
O=c1c2sc3ncc(Cl)cc3c2nnn1-c1ccccc1
→ 102	101	98	94	/	103	108	109	102
COc1ccc(NC(=O)C2CC3C=CC2C3)c([N+](=O)[O-])c1 (stereo not given)
→ 101	98	96	93	96	110	99	95	102
CN(C)CCOc1ccc(C(=O)C2[C@H](c3ccc(Cl)cc3)[C@@H](c3ccccc3)NC23C(=O)Nc2ccc(Cl)cc23)cc1 (stereo not given in full)
→ -68*	-83*	-79*	-92*	-89*	-80*	-51*	-90*	-86*
C=C(C)COP(=O)(OCC(=C)C)OCC(=C)C
→ 95	105	96	104	104	109	109	90	105
O=C(/C=C/c1cccc(Cl)c1)c1ccc(Nc2nc(Nc3ccc(F)cc3)nc(Nc3ccc(Cl)cc3)n2)cc1
→ 93	112	98	111	62	162	130	99	131
CC(=O)Nc1ccccc1-c1n[nH]c(=O)[nH]c1=O
→ 106	101	96	94	98	107	113	99	99
Cc1ccc2sc3c(NCCCNCCO)nc4ccccc4c3c(=O)c2c1
→ 22	-39*	91	60	84	4.5*	27	39	/
COc1ccc(CN2C(=O)CSC2c2cc3ccccc3[nH]c2=O)cc1OC (stereo not given)
→ 107	103	102	104	100	116	118	100	103
COc1ccc(-c2nc3ccccn3c2/C=C/C(=O)c2cc(OC)c(OC)c(OC)c2)cc1OC
→ 14	7.8*	25	18	4.4*	13	9.1*	26	6.6*
CC(=O)NS(=O)(=O)c1ccc(NCc2nc3ccccc3c(=O)[nH]2)cc1
→ 96	102	117	100	109	101	112	85	110

# Remaining list, next part
SMILES,OVCAR-8,U251,OVCAR-5,OVCAR-4,SF-295,DU-145,OVCAR-3,PC-3,SK-OV-3
O=[N+]([O-])c1ccc(S(=O)(=O)N/N=C/c2ccc3c(c2)OCO3)cc1,108,105,94,104,99,103,105,113,108
Cc1ccc(S(=O)(=O)OCCCCOS(=O)(=O)c2ccc(C)cc2)cc1,89,91,102,111,106,111,98,110,97
Cc1nc2ccccc2nc1-c1ccc([N+](=O)[O-])cc1,103,106,98,103,124,109,111,107,106
O=C1C(=O)N(Cc2ccc(-c3ccccc3)cc2)c2ccc(OC(F)(F)F)cc21,24,21,37,36,41,36,25,17,98
COc1ncc(-n2c(C(=O)N3CC(F)C3)cc3cccnc32)cc1Cl,103,97,102,97,97,104,102,101,114
CC(C)=CC/C=C(/C)[C@H]1CC[C@]2(C)[C@@H]1CC[C@@H]1[C@@]3(C)C/C(=C/c4ccccc4)C(=O)C(C)(C)[C@@H]3CC[C@]12C,96,95,98,105,96,107,110,89,99
COc1ccc(/C=C/C(c2cc(OC)c(OC)c(OC)c2)n2cncn2)cc1 (stereo not given),52,32,90,97,23,61,9.1*,31,36
CC(C)C1C2=C(NCCN1C(=O)C1CCCC1)C(C)(C)N(Cc1ccccc1)C2=O (stereo not given),102,95,113,109,87,107,101,99,105
CCOC(=O)C(c1ccccc1)N(C)C (stereo not given),103,99,113,105,123,106,119,101,112
C[C@@H](Nc1c(C#N)cnc2ccc(-c3cnc(N)nc3)cc12)c1ccccc1,17,18,21,4.3*,2.0*,13,9.5*,10,-2.0*
CCc1cccc2c3c(sc12)C(c1ccc(OC)cc1)C(C#N)=C(N)O3 (stereo not given),98,100,110,104,100,111,112,97,101
CCCCOS(=O)(=O)c1ccc(C)cc1,101,93,102,108,99,100,109,105,112
NC1[C@H](c2c[nH]c3ccccc23)c2c([nH]c3ccccc23)[C@H]1c1c[nH]c2ccccc12 (stereo not given in full),100,100,93,87,93,95,78,78,115
CCCCCCCCCCCCCCCC[n+]1cccc(C#N)c1,52,30,80,57,92,68,35,25,100
CC(C)C1=C[C@@]23CC[C@@H]4[C@](C)(CCC[C@]4(C)C(=O)N4CCOCC4)[C@H]2C[C@@H]1[C@H]1C(=O)OC(=O)[C@H]13,99,96,100,96,96,107,107,85,89
CC(Cl)C(=O)OCCCc1ccccc1 (stereo not given),101,97,95,92,106,109,112,96,116
O=C1Nc2ccc(F)cc2/C1=C/c1cccc(OCc2ccccc2)c1,25,6.3*,66,36,35,30,8.0*,20,67
O=C1c2ccc(O)cc2C(=O)c2c1ccc(O)c2O,84,83,112,97,89,83,37,88,97
NC(CCc1ccccc1)c1ccccc1 (stereo not given),100,88,96,107,104,107,117,79,89
O=C(Nc1cccc(Nc2ccc(Cl)nn2)c1)Nc1ccc(Cl)c(Cl)c1,89,86,105,108,/,108,100,76,96
CCN1C(=O)/C(=C/c2ccc(Cl)cc2)SC1=S,106,101,102,106,104,110,112,109,93
O=C(CCc1nnc(/C=C/c2ccccc2)o1)c1nc2ccccc2[nH]1,112,98,103,/,80,92,95,70,104
CC(=O)Nc1ccc(/C=C/C=C\c2cccc([N+](=O)[O-])c2)cc1,90,48,111,86,100,76,85,75,112
O=c1oc2ccc(O)cc2cc1-c1c[nH]c2ccccc12,88,90,103,72,96,98,95,50,58
C(=N\Nc1nn[nH]n1)/c1ccccc1,105,97,100,111,112,112,113,107,111
CCOC(CNCc1ccccn1)OCC,108,99,92,/,92,88,101,84,104
COc1ccc(/C=C2\C=C(c3ccc(OC)cc3)N(C(=S)NN)NC2=O)cc1,93,96,94,87,98,95,99,95,105
CCCCOC(=O)c1ccc(Cl)cc1,109,97,112,114,98,106,111,102,99
COc1cc(NCC(O)CN(CC(C)C)C2CCCC2)c2ncccc2c1 (stereo not given),87,80,101,42,92,98,64,69,93
CC(Oc1ccc(Cl)cc1)c1ccccc1 (stereo not given),110,102,103,103,96,107,107,93,103
Cc1nn(-c2ccccc2)c(Cl)c1/C=C1\N=C(c2ccccc2)N(C(=O)c2ccccc2)NC1=O,101,101,118,99,113,105,106,90,99
Cc1ccccc1NC(=O)/C=C/c1ccc(OCCCOc2ccc3c(C)cc(=O)oc3c2)cc1,103,98,109,96,100,101,/,106,111
CCOC(=O)C1=C(C)NC(C)=C(C(=O)OCC)C1C,100,106,103,100,108,99,105,101,143
NC(=O)c1ncn([C@@H]2O[C@H](CO)[C@@H](O)[C@H]2O)c1N,97,92,99,101,96,103,102,93,106
O=C1NC(=O)/C(=C/c2ccc(Cl)c(Cl)c2)S1,108,102,113,106,106,116,106,97,111
Nc1ccc(F)cc1-c1n[nH]c(=O)[nH]c1=O,103,96,94,98,89,115,116,104,110
Cc1cc(O)c(C(=O)c2c[nH]c(=O)c(-n3cnnn3)c2)cc1C,91,94,81,98,91,108,100,98,80
CCCNc1nc(N(C)O)nc(N(C)O)n1,27,28,64,19,21,25,-11*,52,45
CCOC(=O)C[N+]1(CC(=O)OCC)CCCCC1,109,105,99,99,99,97,107,89,98
C/C(=C(/C)C1CC1CCNS(=O)(=O)c1ccc(C)cc1)c1cc(C(C)(C)C)cc(C(C)(C)C)c1 (stereo not given),96,87,96,69,93,91,100,69,101
COc1cccc(-c2cc(-c3ccc(N)cc3)[nH]c(=O)c2C#N)c1,100,100,101,98,99,109,105,102,108
Cc1ccc2nc3[nH]c(=O)[nH]c(=O)c3c(N)c2c1,89,89,93,82,91,77,101,86,86
Cc1nc2sc(C(=O)N3CCN(c4ccccc4)CC3)c(N)c2c(C)c1Br,102,101,94,113,97,109,104,91,98
CN(C)c1ccc(C=NCCN=Cc2ccc(N(C)C)cc2)cc1,101,101,94,/,/,113,102,99,98
CCCS(=O)(=O)Nc1ccc(C(=O)/C=C2/C(=O)Nc3ccccc32)cc1,95,97,105,97,95,97,/,91,103
COc1nccc2c(-c3cccc(F)c3)nc(N)nc12,86,95,96,98,97,110,107,93,105
COC(=O)CN/C(CCCOC(=O)Nc1cccc(Cl)c1)=C(/C#N)c1nc2ccccc2c(=O)[nH]1,76,105,95,108,113,111,111,94,115
COc1ccc(Cn2c(C)cc3c2CSCC3=O)cc1,88[100 µM],76[100 µM],94[100 µM],60[100 µM],68[100 µM],85[100 µM],78[100 µM],47[100 µM],79[100 µM]
CN(C)Cc1ccc(Br)cc1,99,97,106,100,97,110,104,95,88
CCOC(=O)c1sc(-c2ccc(OS(=O)(=O)c3ccccc3)c(C=O)c2)nc1C,55,44,67,76,82,87,46,35,104
COc1cccc(/C=C/C(=O)c2cc3c(N)c(C(=O)Nc4ccccc4C)sc3nc2C)c1,-34*,7.5*,87,71,74,8.2*,3.3*,45,104
Cc1ccc2oc(=O)cc(/C(=C3/C=CC=N3)c3ccc[nH]3)c2c1,-20*,-17*,21,28,-24*,0.5*,-23*,8.1*,-16*
O=C1CSC(c2cccc(Oc3ccccc3)c2)N1CCc1cccs1 (stereo not given),95,89,103,96,77,118,92,103,100
